Screens: PubChem BioAssay, National Center for Advancing Translational Sciences (NCATS)
D2 antag: antagonizes the human D2 dopamine receptor; HEK293 TREx D2 cells, calcium flux, dopamine EC80; hit rate 2% among 340,000; AID 485344; inhibition, % at 10 µM; in the data active = inhibition above about 30%; also: 0% is about no effect
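Compounds are added to dye-loaded, induced HEK293 T-REx cells coupled to calcium release via D2; after a 3 min kinetic read an EC80 dopamine stimulus is given and fluorescence is recorded for 3 more min.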
Pin1 inhibitor: blocks the human prolyl isomerase Pin1; Q13526; hit rate 0.009% among 390,000; Potency, µM (top dose mostly 115 µM), inactives show top-dose activity, negative = inhibition, hits mostly inhibitors; AID 504891; Pin1 FP peptide displacement, HiFluor488, 10 min; active = well fitted inhibition curve with a large enough effect in the polarisation, with a control signal flat, not every such curve was filed as active; inconclusive = small, poorly fitted or top-dose-only effect, or effect the other way, or a change in a side signal; inactive = no such curve, though single readings can be large or run the other way; the % refers to the polarisation; also: potency is read from the fitted curve at half-maximal effect; % is scaled to controls: 0 for no effect and ±100 for the full control effect
Target sequence (Q13526 whole entry, looked up): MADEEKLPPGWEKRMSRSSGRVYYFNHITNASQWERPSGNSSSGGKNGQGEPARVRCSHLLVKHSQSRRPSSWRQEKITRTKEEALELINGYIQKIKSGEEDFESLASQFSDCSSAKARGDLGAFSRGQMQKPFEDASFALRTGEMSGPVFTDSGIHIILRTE
D2 ag: agonists of human D2 dopamine receptor; hit rate 0.53% among 340,000; P14416; HEK293 T-REx D2 cells, calcium flux agonist mode; activation, % at 2 µM; AID 485358;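 active = activation over 3 SD above normal in the single-dose calcium agonist read, cut at about 30% in these data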; also: 0% is about no effect
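Calcium-flux readout, 1 cycle/sec over 180 s following compound pin transfer, in inducible HEK293 Trex D2 cells (force-coupled); dopamine controls included. Positive calcium responses during this window marked compounds as potential agonists.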
TRHR PAM: TRH receptor (human) allosteric enhancement; P34981; TRHR cells, fluo-8 calcium fluorescence, EC20 TRH enhancement; enhancement, % at 2 µM; hit rate 0.66% among 360,000; AID 493056; in the data active = enhancement above about 30%; also: 0% is about no effect
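TRHR-expressing cells loaded with fluo-8 calcium dye were read kinetically (ex 480/em 530) during compound addition, then stimulated with an EC20 of TRH (10 nM final). Enhancement of the Gq-mediated intracellular calcium response was scored.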
TRHR ag: TRH receptor (human) agonism; P34981; TRHR cells, calcium flux fluo-8, FDSS agonist mode; activation, % at 2 µM; hit rate 0.18% among 360,000; in the data active = activation above about 30%; also: 0% is about no effect
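TRHR-expressing cells, plated overnight in medium with 10% serum, were loaded with fluo-8 calcium dye at room temperature. After a 10 s baseline, library compound was pin-added and calcium release was recorded kinetically (ex 480/em 530) as agonist response.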
mIDH1 inhibitor: blocks human mutant IDH1 R132H enzyme; O75874; IDH1-R132H enzyme, NADPH consumption, diaphorase/resazurin fluorescence; Potency, µM (series often up to 76.6 µM), inactives show top-dose activity change, negative = inhibition, usual class: inhibitors; hit rate 0.093% among 390,000; AID 602179; also: potency is read from the fitted curve at half-maximal effect; % is scaled to controls: 0 for no effect and ±100 for the full control effect; nearly all actives have a fitted effect of over 65% in size
Target sequence (O75874 whole entry R132H, stated change not applied): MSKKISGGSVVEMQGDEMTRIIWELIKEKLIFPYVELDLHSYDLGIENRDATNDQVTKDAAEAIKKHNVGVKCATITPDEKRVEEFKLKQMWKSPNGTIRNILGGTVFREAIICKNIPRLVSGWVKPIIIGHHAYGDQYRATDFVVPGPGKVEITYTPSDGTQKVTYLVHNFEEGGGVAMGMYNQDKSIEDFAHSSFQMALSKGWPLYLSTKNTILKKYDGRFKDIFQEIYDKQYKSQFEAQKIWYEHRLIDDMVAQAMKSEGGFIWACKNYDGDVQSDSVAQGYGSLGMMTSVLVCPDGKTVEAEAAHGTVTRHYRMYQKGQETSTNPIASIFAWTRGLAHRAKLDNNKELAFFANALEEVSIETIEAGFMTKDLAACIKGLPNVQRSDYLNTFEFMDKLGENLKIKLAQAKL
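IDH1-R132H (0.5 ug/mL) preincubated 30 min with compound, then NADPH (0.016 mM) and alpha-KG (2 mM) added; 80 min at RT, pH 7.5. Remaining NADPH coupled via diaphorase/resazurin to fluorescence (540/590 nm); concentration-response curves normalized to no-enzyme control.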
USP1 inh: USP1/UAF1 (human) deubiquitinase inhibition. AID 743255. hit rate 0.23% among 390,000. O94782. recombinant USP1/UAF1, Ub-Rhodamine cleavage fluorescence. Potency, µM (titrated, usually from 57.1 µM), inactives show at the top dose activity change, negative = inhibition, most hits filed as inhibitors; also: potency is read from the fitted curve at half-maximal effect; % is scaled to controls: 0 for no effect and ±100 for the full control effect; nearly all actives have a fitted effect of over 60% in size; inactives centre near -12
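USP1/UAF1 complex at 1 nM was preincubated with compound for 15 min at room temperature, then Ub-Rho substrate (150nM final) was added. Fluorescence (480/540 nm) was read kinetically, 6 reads every 60 seconds.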
TrxR1 inh: blocks rat thioredoxin reductase 1. O89049. recombinant rTrxR1, NADPH fluorescence consumption, selenite substrate. Potency, µM (top dose mostly 114 µM), without a hit: at the highest dose activity change, negative = inhibition, most hits filed as inhibitors. hit rate 1% among 390,000. AID 588453; also: potency is read from the fitted curve at half-maximal effect; % is scaled to controls: 0 for no effect and ±100 for the full control effect; nearly all actives have a fitted effect of over 65% in size
Target sequence (O89049 whole entry, looked up): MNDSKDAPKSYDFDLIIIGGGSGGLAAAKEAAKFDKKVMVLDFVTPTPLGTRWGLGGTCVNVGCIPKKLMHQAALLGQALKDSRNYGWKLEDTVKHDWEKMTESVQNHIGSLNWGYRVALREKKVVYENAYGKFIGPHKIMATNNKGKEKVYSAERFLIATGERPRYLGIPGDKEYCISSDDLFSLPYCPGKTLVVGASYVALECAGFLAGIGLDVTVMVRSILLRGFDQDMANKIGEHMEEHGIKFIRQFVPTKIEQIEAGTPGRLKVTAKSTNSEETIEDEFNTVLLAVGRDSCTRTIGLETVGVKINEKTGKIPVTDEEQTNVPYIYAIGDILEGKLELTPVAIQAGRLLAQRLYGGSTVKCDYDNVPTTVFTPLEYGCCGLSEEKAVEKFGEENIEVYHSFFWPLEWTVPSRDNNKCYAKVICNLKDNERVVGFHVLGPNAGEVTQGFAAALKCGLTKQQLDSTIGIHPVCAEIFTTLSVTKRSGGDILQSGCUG
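Rat TrxR1 (90 nM in the dispensed reagent) was pre-reduced with 400 uM NADPH for 5 min at room temperature, then incubated with compound for 15 min. After 400 uM selenite was added, NADPH fluorescence (Ex 340/Em 450 nm) was followed for 8 min.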
TrxR1 substrate: is turned over as a substrate by rat TrxR1; hit rate 0.01% among 390,000; purified TrxR1 substrate turnover, NADPH consumption readout; Potency, µM (top dose mostly 114 µM), without a hit: top-dose activity change, negative = substrate turnover; O89049; also: potency is read from the fitted curve at half-maximal effect; % is scaled to controls: 0 for no effect and ±100 for the full control effect; nearly all actives have a fitted effect of over 50% in size
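Rat TrxR1, dispensed at 90 nM, was prereduced with 400 uM NADPH (final) for 5 min at ~22 deg C, then incubated with compound 15 min before 400 uM selenite. A first-read NADPH fluorescence drop versus no-compound background flagged substrates.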
* hit, by the source's call; [ ] = dose if it differs, or a comment. Unless noted, calls follow the shape of the dose curve; as a rule, active = well fitted inhibition curve with a large enough effect; inconclusive = small, poorly fitted or top-dose-only effect; inactive = no such curve, though single readings can be large or run the other way.

What do the screens show for `Cc1c(NC(=O)c2cc(Br)ccc2Cl)cccc1-n1cnnn1`?
Pin1 inhibitor: -10%; mIDH1 inhibitor: 0%; USP1 inh: -21%; TrxR1 inh: -2%; TrxR1 substrate: -6%

How did CCC(=O)N1c2ccc(S(=O)(=O)N3CCN(CC)CC3)cc2CC1C (stereo unspecified) do in these assays?
D2 antag: 39*; Pin1 inhibitor: -10%; D2 ag: 48*; TRHR PAM: -3; TRHR ag: -0.3; mIDH1 inhibitor: -10%; USP1 inh: -6%; TrxR1 inh: 38%[activator]; TrxR1 substrate: 5%

How did Cc1ccccc1NC(=O)/C=C/c1cccc(C(F)(F)F)c1 do in these assays?
D2 antag: -1; Pin1 inhibitor: -2%; D2 ag: 0.0; TRHR PAM: -4; TRHR ag: 0.6; mIDH1 inhibitor: 0%; USP1 inh: 0%; TrxR1 inh: 9%; TrxR1 substrate: -5%

What do the screens show for `CCOC(=O)c1sc2nc(C)nc(SC(C)C(=O)NC3CC3)c2c1C` (stereo unspecified)?
D2 antag: 0; Pin1 inhibitor: 9%; D2 ag: 0.3; TRHR PAM: -4; TRHR ag: -0.3; mIDH1 inhibitor: 2%; USP1 inh: -23%; TrxR1 inh: -9%; TrxR1 substrate: -3%

How did O=C(NCC(=O)N(c1cccc(F)c1)C(C(=O)NC1CCCC1)c1ccncc1)c1cccs1 (stereo unspecified) do in these assays?
Pin1 inhibitor: 9%; TRHR PAM: 0; TRHR ag: 0.2; mIDH1 inhibitor: -1%; USP1 inh: -7%; TrxR1 inh: 10%; TrxR1 substrate: 6%[0.0914 µM]

How did CCCSc1nnc(-c2ccccc2N)c(=O)[nH]1 do in these assays?
D2 antag: 6; Pin1 inhibitor: -12%; D2 ag: -0.7; TRHR PAM: -4; TRHR ag: -1.2; mIDH1 inhibitor: 2%; USP1 inh: -22%; TrxR1 inh: 11%; TrxR1 substrate: 4%

Results for Cc1ccc(C)c(NC(=O)C(Cc2ccccc2)N2Cc3ccccc3C2=O)c1 (stereo unspecified) ?
Pin1 inhibitor: -2%; TRHR PAM: -2; TRHR ag: -0.5; mIDH1 inhibitor: 9%; USP1 inh: -22%; TrxR1 inh: 15%; TrxR1 substrate: -8%

How did Cc1ccc(S(=O)(=O)N2CCC(C(=O)OCc3ccc([N+](=O)[O-])cc3)CC2)cc1 do in these assays?
D2 antag: -5; Pin1 inhibitor: 0%; D2 ag: 0.3; TRHR PAM: 7; TRHR ag: 0.5; mIDH1 inhibitor: -1%; USP1 inh: -3%; TrxR1 inh: -3%; TrxR1 substrate: -10%

Results for CCn1cc(C(=O)N2CCCC(C(=O)c3ccc4ccccc4c3)C2)cn1 (stereo unspecified) ?
D2 antag: -9; Pin1 inhibitor: -10%; D2 ag: 0.2; TRHR PAM: 8; TRHR ag: -0.2; mIDH1 inhibitor: 14%; USP1 inh: -6%; TrxR1 inh: -13%; TrxR1 substrate: -2%

How did CCOc1cc(/C=C2\COc3ccccc3C2=O)cc(Br)c1OCC(=O)N(C)C do in these assays?
D2 antag: 44*; Pin1 inhibitor: 10%; D2 ag: 11; TRHR PAM: -9; TRHR ag: -0.4; mIDH1 inhibitor: 3%; USP1 inh: inconclusive; TrxR1 inh: inconclusive; TrxR1 substrate: 4%[0.457 µM]

How did O=C(C1CCC(CNS(=O)(=O)c2cccc3cccnc23)CC1)N1CCc2ccccc21 (stereo unspecified) do in these assays?
D2 antag: -4; Pin1 inhibitor: 26%; D2 ag: -0.6; TRHR PAM: 4; TRHR ag: 0.0; mIDH1 inhibitor: 6%; USP1 inh: -21%; TrxR1 inh: 9%; TrxR1 substrate: -2%

How did COCCn1c(SCC(=O)NC(C)c2ccccc2)nc2ccccc21 (stereo unspecified) do in these assays?
D2 antag: 16; Pin1 inhibitor: -12%; D2 ag: 0.3; TRHR PAM: -1; TRHR ag: -0.9; mIDH1 inhibitor: -3%; USP1 inh: -19%; TrxR1 inh: 13%; TrxR1 substrate: 1%

Results for CC1(C)C(c2ccccc2)=NC(c2ccc(F)cc2)N1O (stereo unspecified) ?
D2 antag: -12; Pin1 inhibitor: 1%; D2 ag: 0.4; TRHR PAM: 11; TRHR ag: -0.4; mIDH1 inhibitor: 6%; USP1 inh: -9%; TrxR1 inh: 22%[57.1 µM]; TrxR1 substrate: 8%[57.1 µM]

How did CC(C)(C)c1ccccc1NC(=O)CN1C(=O)NC2(CCCC2)C1=O do in these assays?
D2 antag: 14; Pin1 inhibitor: -3%; D2 ag: -3.1; TRHR PAM: 12; TRHR ag: 0.0; mIDH1 inhibitor: 8%; USP1 inh: -6%; TrxR1 inh: 15%; TrxR1 substrate: 4%

What do the screens show for `CS(=O)(=O)N1CCC(C(=O)Nc2cc(Cl)c(Cl)cc2Cl)CC1`?
D2 antag: -20; Pin1 inhibitor: -1%; D2 ag: 0.5; TRHR PAM: -12; TRHR ag: -0.4; mIDH1 inhibitor: 6%; USP1 inh: -26%; TrxR1 inh: 29%; TrxR1 substrate: 8%

Continued, overlapping the part above by 2 compounds.
How did CC(C)(C)c1ccccc1NC(=O)CN1C(=O)NC2(CCCC2)C1=O do in these assays?
D2 antag: 14; Pin1 inhibitor: -3%; D2 ag: -3.1; TRHR PAM: 12; TRHR ag: 0.0; mIDH1 inhibitor: 8%; USP1 inh: -6%; TrxR1 inh: 15%; TrxR1 substrate: 4%

What do the screens show for `CS(=O)(=O)N1CCC(C(=O)Nc2cc(Cl)c(Cl)cc2Cl)CC1`?
D2 antag: -20; Pin1 inhibitor: -1%; D2 ag: 0.5; TRHR PAM: -12; TRHR ag: -0.4; mIDH1 inhibitor: 6%; USP1 inh: -26%; TrxR1 inh: 29%; TrxR1 substrate: 8%

What do the screens show for `CN1CCN(NC(=O)/C=C/c2ccc(Br)cc2)CC1`?
D2 antag: -13; Pin1 inhibitor: 0%; D2 ag: 0.2; TRHR PAM: -6; TRHR ag: 0.3; mIDH1 inhibitor: 8%; USP1 inh: -11%; TrxR1 inh: 7%; TrxR1 substrate: -8%

How did Cc1cccc(Nc2c([N+](=O)[O-])cc(C(=O)N3CC(=O)Nc4ccccc43)cc2[N+](=O)[O-])c1 do in these assays?
D2 antag: 2; Pin1 inhibitor: -5%; D2 ag: 1.2; TRHR PAM: 11; TRHR ag: -1.3; mIDH1 inhibitor: -4%; USP1 inh: -11%; TrxR1 inh: -9%; TrxR1 substrate: -5%

What do the screens show for `CCOC(=O)C(=O)Cc1nc(OCc2ccccc2)cc(OCc2ccccc2)n1`?
Pin1 inhibitor: 13%; mIDH1 inhibitor: 7%; USP1 inh: -24%; TrxR1 inh: 5%; TrxR1 substrate: -1%

Results for CCOc1ccc(NC(=O)c2cc(=O)c3ccc(C)c(C)c3o2)cc1 ?
Pin1 inhibitor: 11%; TRHR PAM: -1; TRHR ag: -0.6; mIDH1 inhibitor: -11%; USP1 inh: inconclusive; TrxR1 inh: 28%; TrxR1 substrate: 4%

Results for O=C(Nc1ccc(S(=O)(=O)N2CCc3ccccc32)cc1)c1ccc2c(c1)OCO2 ?
D2 antag: -12; Pin1 inhibitor: 17%; D2 ag: 1.2; TRHR PAM: -3; TRHR ag: 0.9; mIDH1 inhibitor: 5%; USP1 inh: -8%; TrxR1 inh: 17%; TrxR1 substrate: 4%

Results for COc1ccc(Cl)cc1NC(=O)N1CCC(CN2CCCCCC2)CC1 ?
Pin1 inhibitor: 13%; D2 ag: -0.9; TRHR PAM: 0; TRHR ag: 0.1; mIDH1 inhibitor: -10%; USP1 inh: -8%; TrxR1 inh: -24%; TrxR1 substrate: 2%

How did Cc1c(Cl)cccc1NC(=O)Cn1nnc2sc3c(c2c1=O)CCCC3 do in these assays?
Pin1 inhibitor: -14%; TRHR PAM: 7; TRHR ag: -0.3; mIDH1 inhibitor: 0%; USP1 inh: -4%; TrxR1 inh: 23%; TrxR1 substrate: 8%

Results for C/C(=N\NC(=O)CNc1cccc(Cl)c1C)c1cccs1 ?
D2 antag: -12; Pin1 inhibitor: -8%; D2 ag: 1.0; TRHR PAM: -2; TRHR ag: 3.4; mIDH1 inhibitor: 0%; USP1 inh: -15%; TrxR1 inh: 14%; TrxR1 substrate: -1%

How did CCN(CC)c1ccc(NC(=O)Nc2ccccc2)cc1 do in these assays?
D2 antag: -26; Pin1 inhibitor: 4%; D2 ag: 1.0; TRHR PAM: 9; TRHR ag: 0.2; mIDH1 inhibitor: 6%; USP1 inh: -4%; TrxR1 inh: -8%[57.1 µM]; TrxR1 substrate: 8%[57.1 µM]

Results for CCN1C(=O)C(C(=O)c2ccccc2)SC1=S (stereo unspecified) ?
D2 antag: -15; Pin1 inhibitor: 9%; D2 ag: 1.3; TRHR PAM: -10; TRHR ag: 1.8; mIDH1 inhibitor: -17%; USP1 inh: -22%; TrxR1 inh: 25%[57.1 µM]; TrxR1 substrate: -8%[57.1 µM]

How did CCOC(=O)C1CCCN(C(=O)c2ccc(CS(=O)(=O)c3ccc(C)cc3)o2)C1 (stereo unspecified) do in these assays?
D2 antag: 1; Pin1 inhibitor: -3%; D2 ag: -0.7; TRHR PAM: -4; TRHR ag: 0.0; mIDH1 inhibitor: 13%; USP1 inh: -17%; TrxR1 inh: inconclusive; TrxR1 substrate: 5%

How did COc1ccc(C(=O)NCc2nnc(SCC(=O)N3CCCc4ccccc43)o2)cc1OC do in these assays?
D2 antag: -31; Pin1 inhibitor: -2%; D2 ag: -1.7; TRHR PAM: 6; TRHR ag: 0.4; mIDH1 inhibitor: 4%; USP1 inh: -16%; TrxR1 inh: 22%; TrxR1 substrate: 1%

What do the screens show for `Cc1ccccc1CN(C)CCS(=O)(=O)c1cc(Cl)ccc1Cl`?
D2 antag: 13; Pin1 inhibitor: -5%; D2 ag: -0.4; TRHR PAM: 6; TRHR ag: -0.2; mIDH1 inhibitor: 0%; USP1 inh: -23%; TrxR1 inh: -24%; TrxR1 substrate: -1%

An excerpt; rates above refer to the full screens.
